# SENP1 inh = human SENP1 catalytic domain inhibitors, primary screen, biochemical, FRET, uHTS; Sentrin-specific protease 1 (Homo sapiens), Q9P0U3; recombinant SENP1 catalytic domain, CyPet-SUMO1-YPet FRET cleavage; inhibition, % at 10 µM; actives 0.21% (n = 360,000); AID 624204, 2012;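 active = inhibition at least 30% at 10 µM, raw YFP signal under a set limit, fluorescence ratio 0.5 to 1.5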;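 note: 0% = enzyme with DMSO and 100% = no enzyme wells; some results filed as inactive read as strong as hits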
# Target sequence (Q9P0U3 419-644 limits assumed): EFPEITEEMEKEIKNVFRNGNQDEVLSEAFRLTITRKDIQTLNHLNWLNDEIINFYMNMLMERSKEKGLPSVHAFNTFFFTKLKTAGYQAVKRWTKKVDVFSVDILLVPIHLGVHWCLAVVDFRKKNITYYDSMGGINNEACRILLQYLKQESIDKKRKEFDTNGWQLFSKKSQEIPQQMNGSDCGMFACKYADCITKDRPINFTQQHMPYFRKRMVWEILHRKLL
#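 Test system: hSENP1 catalytic domain, recombinant; Amount: 20 pM final SENP1 enzyme; Medium: Tris pH 8 buffer plus EDTA, NaCl, BME, BSA, NP40, catalase; Schedule: 50 min enzyme reaction, room temperature, light-protected; Technique: FRET fluorescence in CFP and YFP emission channels; Controls: no-enzyme wells low, DMSO-plus-enzyme wells high control.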
# SENP8 block-1 = SENP8 protease inhibitors, primary screen, biochemical, luminescence; Sentrin-specific protease 8 (Homo sapiens), Q96LD8; purified SENP8, Z-RLRGG-aminoluciferin cleavage; inhibition, % at 10 µM; actives 1.2% (n = 330,000); AID 2540, 2010; in the data active = inhibition above about 50%
# Target sequence (Q96LD8 whole entry, looked up): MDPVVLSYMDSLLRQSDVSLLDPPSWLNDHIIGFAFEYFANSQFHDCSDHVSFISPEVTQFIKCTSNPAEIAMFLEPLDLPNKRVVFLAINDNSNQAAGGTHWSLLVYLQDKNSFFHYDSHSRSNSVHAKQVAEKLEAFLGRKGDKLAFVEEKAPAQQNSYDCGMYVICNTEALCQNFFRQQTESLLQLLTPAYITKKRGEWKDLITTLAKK
# Apaf1 inhib = inhibitors of human Apaf-1 apoptosome, primary screen, biochemical, DEVD-Rh110 fluorescence, uHTS; AID 489030, 2010; actives 0.71% (n = 330,000); inhibition, % at 20 µM; reconstituted apoptosome caspase-3 activity; active = inhibition of at least 40% at 20 µM;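 note: plate controls were DMSO wells for no effect and DEVD-CHO caspase inhibitor wells for full effect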
#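 Material: reconstituted apoptosome with Apaf-1, cytochrome c, caspase-9, procaspase-3, dATP; medium: pH 7.5 Hepes buffer with CHAPS, BSA, DTT; also added: cytochrome c and DEVD-Rh110 substrate; timing: 30 min plus 50 min, RT; signal: Rh110 fluorescence intensity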
# SENP8 block-2 = human SENP8 protease inhibitors, primary screen, biochemical, fluorescence, Nedd8 protein substrate, uHTS; Sentrin-specific protease 8 (Homo sapiens), Q96LD8; recombinant SENP8; inhibition, % at 20 µM; actives 0.64% (n = 360,000); AID 602440, 2012; in the data active = inhibition mostly above about 40%, no sharp cut-off; inactive = mostly below about 27%
# A3G deaminase = APOBEC3G DNA deaminase inhibitors, primary screen, biochemical, fluorescence, single-stranded DNA substrate, uHTS | inhibition, % at 20 µM | actives 0.28% (n = 330,000) | DNA dC->dU-editing enzyme APOBEC-3G (Homo sapiens), Q9HC16 | recombinant A3G, ssDNA deamination FAM/TAMRA fluorescence;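 active = inhibition of at least 40% at 20 µM, with no more than 30% in the related APOBEC3A deaminase screen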;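 note: plate controls were DMSO wells with A3G for no effect and wells lacking A3G enzyme for full effect; some compounds called inactive have numbers as strong as hits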
# SENP7 block = SENP7 protease inhibitors, primary screen, biochemical, luminescence, uHTS | actives 1.5% (n = 330,000) | inhibition, % at 5 µM | AID 434973, 2010 | recombinant SENP7, Z-RLRGG-aminoluciferin luminescence, 40 min | Sentrin-specific protease 7 (Homo sapiens), Q9BQF6;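 active = inhibition above about 50% at the single test dose, limit read from the data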;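 note: plate controls were DMSO with enzyme for no effect and no enzyme buffer wells for full effect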
# Target sequence (Q9BQF6 706-1050 limits assumed): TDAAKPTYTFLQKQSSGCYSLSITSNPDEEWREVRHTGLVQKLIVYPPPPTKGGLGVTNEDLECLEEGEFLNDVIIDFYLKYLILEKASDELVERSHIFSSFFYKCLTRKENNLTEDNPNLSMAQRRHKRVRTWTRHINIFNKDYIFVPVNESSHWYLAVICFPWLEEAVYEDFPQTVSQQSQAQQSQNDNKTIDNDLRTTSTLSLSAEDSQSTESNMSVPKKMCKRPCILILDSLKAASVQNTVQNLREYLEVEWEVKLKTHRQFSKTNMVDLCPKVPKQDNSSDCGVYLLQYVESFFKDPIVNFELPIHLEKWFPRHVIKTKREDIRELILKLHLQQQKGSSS
# UBC13 inh = UBC13 polyubiquitin chain formation inhibitors, primary screen, biochemical, TR-FRET, uHTS; inhibition, % at 20 µM; actives 0.47% (n = 330,000); AID 485273, 2010; in the data active = inhibition above about 45%, passing the limit was not always enough
# Target sequence (P61088 whole entry, looked up): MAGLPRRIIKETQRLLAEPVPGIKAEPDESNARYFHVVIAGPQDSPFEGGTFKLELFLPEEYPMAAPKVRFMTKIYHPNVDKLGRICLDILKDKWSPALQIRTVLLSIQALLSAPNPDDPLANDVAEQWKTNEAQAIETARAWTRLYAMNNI
# SENP6 block = SENP6 protease inhibitors, primary screen, biochemical, luminescence, uHTS. Recombinant SENP6 catalytic domain, aminoluciferin luminescence. Sentrin-specific protease 6 (Homo sapiens), Q9GZR1. inhibition, % at 10 µM. actives 1.8% (n = 330,000);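 active = inhibition above about 50% at the single tested dose, limit read from the data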;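 note: plate controls were DMSO wells with enzyme for no effect and DMSO wells lacking enzyme for full effect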
# The depositor's hits bear a star; nt = not tested or not shown.
SMILES,SENP1 inh,SENP8 block-1,Apaf1 inhib,SENP8 block-2,A3G deaminase,SENP7 block,UBC13 inh,SENP6 block
O=C(CSc1nnc(NC(=O)c2ccccc2[N+](=O)[O-])s1)NC1CCCC1,-1,-3,-2,2,0,-5,-9,-17
Cc1nc2ccccc2n1CCc1nc2c3ccccc3nc(=S)n2[nH]1,1,3,9,-246,-5,7,18,7
COc1cccc(CNS(=O)(=O)c2cc3c4c(c2)CCC(=O)N4CCC3)c1,0,-6,13,3,-9,-7,3,-12
CSc1ccccc1OCc1cc(C(=O)NC(C)Cn2cncn2)no1 (configuration not stated),2,-5,6,6,-2,13,0,-5
CCCCc1c(O)nc(SCC(=O)c2ccccc2)n(-c2ccccc2OC)c1=O,-1,-3,-6,13,3,8,-9,-7
CNCCCOc1ccc2c(c1)CCC2,1,7,1,0,0,3,0,-1
CSCCNC(C)=O,nt,-8,1,nt,-3,-8,-1,-40
COc1cccc(C(=O)N2CCn3c2nc2ccccc23)c1,2,-1,-5,29,-6,4,-5,-17
CCn1c(-c2cc(-c3ccc(C)cc3)nc3ccccc23)n[nH]c1=S,1,-2,12,-7,-18,-2,-9,-1
CN(C)c1cccc(C(=O)OCC(=O)NCc2ccco2)c1,2,1,-1,-356,1,-5,1,-8
CCN1/C(=N\N)c2cccc3cccc1c23,-28,10,20,-102,-7,19,-20,32
COc1ccc(OC)c(C(=O)NC(CC(N)=O)c2ccc(NCc3ccc(F)c(F)c3)c([N+](=O)[O-])c2)c1 (configuration not stated),3,-15,13,1,-14,15,-13,-10
Cc1nc(-c2nc(-c3c(C(=O)NN)noc3C)cs2)cs1,1,1,-9,3,-5,-4,8,-8
COc1cc(C=C2C(=O)OC(C)(C)OC2=O)cc(Cl)c1OCC(=O)Nc1ccccc1,0,10,5,10,6,14,-3,17
O=C(Nc1cc(S(=O)(=O)N2CCOCC2)ccc1N1CCCC1)c1cc(F)c(F)cc1Cl,1,-15,6,11,-8,-9,-6,-16
CCOC(=O)c1c(NC(=O)C2COc3ccccc3O2)sc2c1CCN(Cc1ccccc1)C2 (configuration not stated),-29,2,11,-21,-2,-5,3,-1
O=C(COC(=O)CNC(=O)c1cccc([N+](=O)[O-])c1)Nc1cccc(S(=O)(=O)N2CCCCC2)c1,3,-8,4,22,-15,2,16,-13
COc1ccc(NC(=O)C2CCCN(S(=O)(=O)c3c(C)[nH]c(=O)[nH]c3=O)C2)cc1OC (configuration not stated),-2,0,4,9,-1,3,3,-7
COc1ccc(CNS(=O)(=O)c2cc3c4c(c2)C(C)C(=O)N4CCC3)cc1 (configuration not stated),-28,0,-4,4,-8,3,3,18
CCOC(=O)N1CCN(S(=O)(=O)c2c(C)cc(C)cc2C)CC1,1,-6,8,22,6,0,0,-3
Cc1nnc(NC(=O)c2ccc(Br)o2)s1,3,0,4,3,-13,0,3,-5
Clc1ccc(C2=NCCN2)cc1,1,-11,11,9,0,-4,-18,2
COc1cccc(C(=O)N(CN2CCCC2=O)c2cccc(Cl)c2)c1,2,-2,-3,17,-3,-13,-34,-3
CCOC(=O)c1sc2nc(C)nc(N3CCN(S(=O)(=O)c4ccccc4)CC3)c2c1C,-4,-17,34,-393,6,-6,-24,-8
O=C(Nc1ccc2c(c1)C(=O)NC2=O)c1ccc(Cl)s1,1,-13,-15,-402,-13,-23,-2,-22

# Record cards, from the list above.
# `Cc1nc2ccccc2n1CCc1nc2c3ccccc3nc(=S)n2[nH]1` is listed as SENP1 inh = 1; SENP8 block-1 = 3; Apaf1 inhib = 9; SENP8 block-2 = -246; A3G deaminase = -5; SENP7 block = 7; UBC13 inh = 18; SENP6 block = 7
# `COc1ccc(OC)c(C(=O)NC(CC(N)=O)c2ccc(NCc3ccc(F)c(F)c3)c([N+](=O)[O-])c2)c1` (configuration not stated) is listed as SENP1 inh = 3; SENP8 block-1 = -15; Apaf1 inhib = 13; SENP8 block-2 = 1; A3G deaminase = -14; SENP7 block = 15; UBC13 inh = -13; SENP6 block = -10
# `COc1cccc(C(=O)N2CCn3c2nc2ccccc23)c1` is listed as SENP1 inh = 2; SENP8 block-1 = -1; Apaf1 inhib = -5; SENP8 block-2 = 29; A3G deaminase = -6; SENP7 block = 4; UBC13 inh = -5; SENP6 block = -17

# Ordered by the number under SENP6 block (smallest number first): some entries from above.
canonical_smiles	SENP6 block
O=C(COC(=O)CNC(=O)c1cccc([N+](=O)[O-])c1)Nc1cccc(S(=O)(=O)N2CCCCC2)c1	-13
COc1ccc(OC)c(C(=O)NC(CC(N)=O)c2ccc(NCc3ccc(F)c(F)c3)c([N+](=O)[O-])c2)c1 (configuration not stated)	-10
Clc1ccc(C2=NCCN2)cc1	2

# Later entries.
SMILES,SENP1 inh,SENP8 block-1,Apaf1 inhib,SENP8 block-2,A3G deaminase,SENP7 block,UBC13 inh,SENP6 block
COc1ccccc1CN(C(=O)Cc1cccs1)C(C(=O)NC1CCCC1)c1ccncc1 (configuration not stated),-1,-9,7,5,-2,-14,1,8
O=C(COC(=O)CCCSc1nc2ccccc2[nH]1)Nc1cccc(F)c1,1,0,-3,20,6,7,6,8
O=C(NCc1ccc(F)cc1)C1CCCN1C(=O)Nc1ccc(Cl)cc1 (configuration not stated),-1,1,1,14,-10,4,5,4
CCn1cc(CN2CCC(C(=O)Nc3cccc(-c4cccc(OC)c4)c3)CC2)cn1,0,3,3,7,0,3,2,-3
CN(C)CC1CCCCC1OC(=O)c1ccc(Cl)cc1 (configuration not stated),2,-14,6,25,-6,-4,-5,-6
COc1ccc(CCNC(=O)[C@@H](NC(=O)c2ccccc2F)C(C)C)cc1OC,2,0,-11,12,-6,-7,13,-8
CCOC(=O)c1c(CSc2ccccc2)n(C)c2cc(Br)c(O)c(CN(C)C)c12,1,6,-5,36,-4,13,10,15
COc1ccc2ccccc2c1/C=N/NC(=O)c1cc(C)[nH]n1,1,-5,12,-24,2,2,-9,2
COc1ccc(S(=O)(=O)N2CCCC2CNC(=O)C(=O)Nc2cccc(F)c2)cc1 (configuration not stated),2,10,15,18,-8,6,-3,-11
COCCN(C(=O)CSc1nnc(-c2ccc(C)c(C)c2)o1)c1c(N)n(CC(C)C)c(=O)[nH]c1=O,1,16,3,4,-5,-2,2,-9
CN1c2ccsc2C(O)=C(C(=S)Nc2ccc(F)c(Cl)c2)S1(=O)=O,-25,17,11,-102,-1,7,-2,61*
COc1ccc(CCN2C(=O)C3C4CC(C5C(C(N)=O)=NOC45)C3C2=O)cc1OC (configuration not stated),1,-4,-11,18,-4,15,-7,-8
Cc1ccc(OCC(O)Cn2c3ccccc3c3ccccc32)cc1 (configuration not stated),-2,-3,16,-6,-1,2,6,-23
O=C(CCCn1nnnc1CN1CCOCC1)N1CCC(c2ccc(F)cc2)C1 (configuration not stated),-1,6,10,1,4,8,-3,1
COc1ccc(CC2(CO)CCN(S(=O)(=O)c3c(C)nn(C)c3Cl)CC2)cc1,1,0,-7,7,-4,-3,5,2
O=C(O)c1cc(N2C(=O)C3C4C=CC(C4)C3C2=O)ccc1NCc1cccnc1 (configuration not stated),2,1,-2,-119,-7,4,12,-11
O=C1c2cccc3cc([N+](=O)[O-])cc(c23)C(=O)N1CCN1CCCC1,70*,4,0,30,29,10,-46,11
Cc1cc(C)c2c(N)c(C(=O)Nc3c(C)n(C)n(-c4ccccc4)c3=O)sc2n1,-2,0,-4,-132,-8,-2,-11,10
COc1cccc(N2CCN(S(=O)(=O)c3cccc4nsnc34)CC2)c1,1,1,-4,20,3,-7,7,-10
COc1ccc(Cl)cc1NC(=O)CN(C)C(=O)c1cccc(-n2cnnn2)c1,2,11,-6,15,-8,1,4,10
COc1cccc(/C=N/NC(=O)CCC(=O)Nc2ccc(Br)cc2)c1,2,-11,7,9,-1,-6,-2,-4
CC(NC(=O)c1cc(S(=O)(=O)N2CCOCC2)ccc1N1CCCC1)c1ccc(Cl)c(Cl)c1 (configuration not stated),-2,-6,21,-18,-9,-12,0,-3
COc1ccc(OC)c(S(=O)(=O)NNC(=S)Nc2ccc3c(c2)OCO3)c1,-8,-3,-4,1,-9,4,2,2
O=c1nc(N2CCOCC2)nc(N/N=C/c2ccc3c(c2)OCO3)[nH]1,1,1,-4,-31,-10,0,0,-4
CC(C)Oc1ccc(CCc2nnc(SCC(=O)O)n2-c2ccccc2)cc1,1,-3,3,18,-9,-7,1,1
# Additional compounds:
SMILES,SENP1 inh,SENP8 block-1,Apaf1 inhib,SENP8 block-2,A3G deaminase,SENP7 block,UBC13 inh,SENP6 block
CC(=O)Nc1ccc(C2Nc3cc(C)c(C)cc3NC3=C2C(=O)CC(C)(C)C3)cc1 (configuration not stated),-10,4,2,1,0,-4,-17,-5
CCc1noc(C)c1C(=O)N1CCCSC1=Nc1ccccc1,0,-16,10,6,-11,-8,-6,-34
O=C(CSc1nnc(-c2cccc(S(=O)(=O)N3CCCC3)c2)n1-c1ccccc1)Nc1ccc(C(=O)O)cc1,1,-6,16,17,-6,-5,-21,-17
Cn1nc(C(=O)NCc2ccc(F)cc2)cc1C(=O)NCc1ccc(F)cc1,2,16,9,7,5,3,4,-9
CCCNC(=O)c1ccc(N(Cc2ccccc2)S(C)(=O)=O)cc1,3,-4,-6,-347,-3,-7,-5,4
Cc1nc2ccc(NC(=O)c3ccc(C)c(S(=O)(=O)N4CCOCC4)c3)cc2s1,1,3,-7,3,-7,-2,6,-7
O=S(=O)(c1ccccc1)N(CC(O)CN1CCOCC1)c1ccccc1 (configuration not stated),2,77*,3,10,-4,-9,-8,-12
Cc1ccc(NC(=O)c2ccccc2)cc1,1,12,1,14,4,50*,2,-5
COc1ccc(N2CCN(C(=O)CSc3ncnc4scc(-c5ccc(C)cc5)c34)CC2)cc1,-5,6,23,9,4,3,-2,-11
CN1CCN(S(=O)(=O)c2ccc(NC(=O)c3cccc(F)c3)cc2)CC1,-1,-4,-1,7,-3,12,3,-22
CC(C)(C)NC(=O)CC1C[C@H](C(=O)N2CCCCC2)[C@@]2(CCc3ccccc3)c3[nH]c4ccccc4c3CCN2C1=O (some centres not stated),0,5,11,5,-6,2,-4,3
COCCNC(=O)c1cc(S(=O)(=O)N(C)c2ccccc2OC)ccc1C,2,-2,-12,21,-3,1,-5,12
COc1ccc(N=C2NN=C(c3c(C)[nH]c4ccccc34)CS2)cc1,-5,0,14,-92,1,2,-15,8
Cc1ccc(Nc2nc3c(c(=O)[nH]c(=O)n3C)n2Cc2ccc(F)cc2)cc1,-1,3,5,-30,-4,-1,4,-6
O=C(N/N=C/c1ccccn1)c1cccs1,-3,-4,-3,10,-1,-2,-4,-10
O=C(NN1C(=O)/C(=C/C=C/c2ccco2)SC1=S)c1ccccc1O,-14,-3,25,-124,87,-10,45*,6
CCN(C(=O)CSc1n[nH]c(-c2ccccc2)n1)c1c(N)n(Cc2ccccc2)c(=O)[nH]c1=O,2,-10,12,5,-6,-2,-12,2
Cc1[nH]c2ccccc2c1-c1nc2ccccc2[nH]c1=O,-11,4,-2,-18,-10,1,4,0
O=C(O)CCC(=O)N1N=C(c2cccs2)CC1c1cn(-c2ccccc2)nc1-c1ccccc1 (configuration not stated),-1,-4,27,-389,0,0,-12,-20
CCOc1ccc(CN2CCN(Cc3cccn3-c3cccnc3)CC2CCO)cc1 (configuration not stated),-1,2,-2,-5,-6,0,1,-9

# Screening results from PubChem.
